HepG2 tox – counter-screen for TGF-b inhibitors: cytotoxicity in HepG2 cells; 410,000 compounds, 0.76% hits; Potency, µM (top dose mostly 46.1 µM), for the others: at the highest dose activity change, negative = cytotoxicity, actives largely listed as cytotoxic; HepG2 CAGA-GFP viability, ATP luminescence, 18 h; also: potency is read from the fitted curve at half-maximal effect; some results filed as inactive show a strong effect at the top dose
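HepG2 CAGA-GFP cells (1000/well, DMEM with 1% FBS) received compound, then TGF-beta at 500 pg/mL final, and were incubated 18 hours at 37 degrees C. Viability was read by CellTiter-Glo luminescence. Media-only wells were set as complete cell-killing and DMSO as no toxicity.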
Nrf2 block – blocks Nrf2 signaling; 360,000 compounds, 2.1% hits; AID 504444; A549 ARE-Fluc reporter, luciferase luminescence, 18-24 h; Potency, µM (top dose mostly 46 µM), inactives show at the highest dose activity change, negative = inhibition, most hits filed as inhibitors; also: potency is read from the fitted curve at half-maximal effect; % is scaled to controls: 0 for no effect and ±100 for the full control effect; nearly all actives have a fitted effect of over 60% in size
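Two sequential reads on A549 ARE_Fluc cells exposed to compound for 18-24 h: a CellTiter-Fluor fluorescence read for viability, then a luciferase luminescence read for Nrf2/ARE activity.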
S2 tox – reduces viability in counter-screen for ATXN expression inhibitors | S2 cells (HEK-293 line with an ATXN2-luciferase reporter) viability, CellTiter-Fluor protease fluorescence, 24 h | Potency, µM (highest dose often 56.7 µM), most hits filed as cytotoxic | 400,000 compounds, 0.49% hits; also: potency is read from the fitted curve at half-maximal effect; nearly all actives have a fitted effect of over 40% in size
Nrf2 ARE act – activators of Nrf2 (ARE) signaling | Potency, µM (doses to about 46.1 µM), without a hit: top-dose activation, most hits filed as activators | 410,000 compounds, 0.31% hits | AREc32 ARE-luciferase reporter (MCF7-derived line), luminescence, 24 h; also: potency is read from the fitted curve at half-maximal effect; % of control where 0% means no effect; nearly all actives have a fitted effect of over 65% in size
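Quantitative high-throughput format: AREc32 reporter cells, 1000 per well, received compound by pin transfer and were incubated 24 hr at 37 deg C, 5% CO2, before Steady-Glo luminescence detection.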
IL2 activator – activators of IL-2; 360,000 compounds, 0.065% hits; IL-2 activation reporter assay, cell-based qHTS; stimulated with anti-CD3/CD4/CD28 beads; in transgenic mouse T cells; activation, % (series mostly up to about 46 µM); in the data active = activation above about 50%; inconclusive = mostly about 30% to 49%; also: 0% is about no effect
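Using fluorescent plate cytometry, EGFP and DsRed are detected in transgenic mouse T cells stimulated 18 h at 37 degrees C with antibody-coated beads after 60 min compound pretreatment.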
TGFb SMAD3 inh – blocks TGF-b signaling; Potency, µM (highest dose often 46.1 µM), inactives show at the top dose activity, negative = inhibition, most hits filed as inhibitors; 410,000 compounds, 1.2% hits; HepG2 CAGA-GFP TGF-b/SMAD3 reporter, GFP fluorescence, 18 h; TGF-beta stimulated, 500 pg/mL final; AID 588855; also: potency is read from the fitted curve at half-maximal effect; % is scaled to controls: 0 for no effect and ±100 for the full control effect; nearly all actives have a fitted effect of over 65% in size
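Per well, imaged GFP fluorescence of HEPG2 CAGA-GFP cells gives the signal; cells get compound, then TGF-beta (500 pg/mL final), 18 h at 37 degrees C; %Activity versus -TGF-beta and +DMSO controls.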
ATXN2 expr inh – inhibitors of ATXN2 expression | HEK-293 ATXN2-luciferase reporter, luminescence, 24 h | 360,000 compounds, 0.72% hits | Potency, µM (doses to about 57 µM), for inactives: at the top dose activity change, negative = inhibition, most hits filed as inhibitors; also: potency is read from the fitted curve at half-maximal effect; % is scaled to controls: 0 for no effect and ±100 for the full control effect; nearly all actives have a fitted effect of over 55% in size
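qHTS (up to 57 uM final) was run with 24 h compound exposure of reporter cells at 37 °C. Each well was multiplexed: SteadyGlo luminescence measured ATXN2-luciferase expression after a fluorogenic Gly-Phe-AFC viability readout (25 uM final).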
A549 tox – kills or reduces viability of A549 cells in Nrf2 counter-screen | A549 ARE-Fluc cells, CellTiter-Fluor viability, 18-24 h | Potency, µM (highest dose often 46 µM), inactives show top-dose activity change, negative = cytotoxicity, actives largely listed as inhibitors | 390,000 compounds, 0.16% hits; also: potency is read from the fitted curve at half-maximal effect; % is scaled to controls: 0 for no effect and ±100 for the full control effect
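A549 ARE-Fluc cells in 5% FBS OPTI-MEM, 5000 cells/well, rested 2 h then exposed to compounds in concentration-response for 18-24 h at 37 °C. Viability by CellTiter-Fluor fluorescence (Ex 405/Em 525) after 30 min; luciferase luminescence (BugLite, 15 min, RT) read afterwards.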
EPAC2 ag – activates human EPAC2 exchange factor | Q8WZA2 | 360,000 compounds, 0.079% hits | EPAC2 activation, biochemical qHTS; response scale: 100% = 6.5 mM cAMP response | AID 720711 | Potency, µM (top dose mostly 154 µM), for inactives: at the highest dose activation, actives largely listed as activators; also: potency is read from the fitted curve at half-maximal effect; nearly all actives have a fitted effect of over 50% in size
Target sequence (Q8WZA2 whole entry, looked up): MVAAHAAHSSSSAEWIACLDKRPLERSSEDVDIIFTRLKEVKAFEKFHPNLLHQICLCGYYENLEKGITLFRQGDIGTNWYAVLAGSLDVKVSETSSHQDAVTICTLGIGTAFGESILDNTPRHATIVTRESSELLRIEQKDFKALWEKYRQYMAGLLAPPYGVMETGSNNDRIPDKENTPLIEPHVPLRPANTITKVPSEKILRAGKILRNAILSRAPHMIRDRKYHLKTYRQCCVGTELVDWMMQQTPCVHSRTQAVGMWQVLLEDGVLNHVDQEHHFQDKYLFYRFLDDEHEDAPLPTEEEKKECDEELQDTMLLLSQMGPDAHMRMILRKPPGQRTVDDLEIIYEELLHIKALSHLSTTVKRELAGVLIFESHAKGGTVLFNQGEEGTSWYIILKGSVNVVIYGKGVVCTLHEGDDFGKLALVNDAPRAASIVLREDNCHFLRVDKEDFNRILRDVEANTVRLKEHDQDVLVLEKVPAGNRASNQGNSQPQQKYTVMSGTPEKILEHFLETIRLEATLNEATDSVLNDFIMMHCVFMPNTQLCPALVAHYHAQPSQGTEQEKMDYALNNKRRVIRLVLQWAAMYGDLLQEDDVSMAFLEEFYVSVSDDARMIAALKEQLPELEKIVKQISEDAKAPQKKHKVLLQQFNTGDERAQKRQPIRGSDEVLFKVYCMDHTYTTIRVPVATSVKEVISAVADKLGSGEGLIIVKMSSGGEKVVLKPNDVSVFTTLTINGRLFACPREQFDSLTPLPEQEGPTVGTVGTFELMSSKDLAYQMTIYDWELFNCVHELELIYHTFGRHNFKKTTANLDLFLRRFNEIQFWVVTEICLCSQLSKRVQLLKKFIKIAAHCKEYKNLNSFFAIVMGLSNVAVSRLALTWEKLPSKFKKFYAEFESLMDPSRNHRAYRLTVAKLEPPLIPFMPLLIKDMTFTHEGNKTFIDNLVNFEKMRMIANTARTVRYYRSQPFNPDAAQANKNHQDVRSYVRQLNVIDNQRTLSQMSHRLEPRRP
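EPAC2 (100 nM) mixed with Rap1B loaded with BODIPY-GDP (250 nM) plus 50 uM unlabeled GDP; compounds pinned in, 5 min RT, then read every 5 min for 30 min (ex 480, em 540 nm). Normalized to cAMP control.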
An asterisk follows results filed as active; i = inactive; ? = inconclusive; / = no result given; & = joins results of further samples; [ ] = dose if it differs, or a comment. Unless noted, calls follow the shape of the dose curve; as a rule, active = well fitted curve in the direction sought with a large enough effect; inconclusive = small, poorly fitted or top-dose-only effect, or another doubt; inactive = no such curve, though single readings can be large; an effect the other way counts as inactive or inconclusive.

compound	TGFb SMAD3 inh	S2 tox	IL2 activator	ATXN2 expr inh	HepG2 tox	Nrf2 ARE act	A549 tox	EPAC2 ag	Nrf2 block
CC1CCCC(NCC(O)COC(c2ccc(F)cc2)c2ccc(F)cc2)C1C (configuration not stated)	?	?	-7.3	?	22µM*	-3.0%	?	3%	?
Nn1c(SCC(=O)Nc2ccccc2F)nnc1C1CCCCC1	-1%	i	-3.9	4%	-1%	0.0%	0%	9%	-13%
COc1ccc(C(=O)O/N=C(\N)c2ccc(OC)c(OC)c2)cc1	5%	i	1.3	30%[activator]	11%	3.6%	-5%	4%	?
CSc1nc(C)c(C(=O)C[n+]2ccc(C)cc2)cc1C#N	5%	i	2.4	/	-4%	-1.0%	0%	-8%	8%
O=S(=O)(Nc1ccc(Cl)cn1)c1cccs1	6%	i	4.8	1%	1%	0.2%	7%	-2%	-9%
O=C(CN1C(=O)S/C(=C\c2ccccc2)C1=O)NC1CCS(=O)(=O)C1 (configuration not stated)	8%	i	-1.6	4%	-10%	6.9%	-11%	9%	8%
S=C(NCC1CCCO1)NC12CC3CC(CC(C3)C1)C2 (configuration not stated)	-17%	i	-0.7	-9%	0%	-0.2%	-7%	-3%	?
CNCCCc1[nH]nc(N)c1C#N	-2%	?	2.8	0%	13%	-0.8%	-11%	-2%	-4%
CCOC(=O)C1=C(C)NC(C)=C(C(=O)OCC)C1C(=O)OCC(=O)N1CCCCC1CC (configuration not stated)	-12%&-7%	i	-0.7&1.3	-14%&-2%	-10%&3%	0.5%&2.3%	?	8%&-7%	?
Cc1ccc(OCC(=O)NNC(=O)c2cccnc2)cc1C	-16%	i	-5.0	0%	-53%	-0.7%	0%	6%	-2%
CN1CCN(CCCn2cnc3c(=O)oc4ccccc4c32)CC1	-1%	?	-2.7	-31%	0%	0.1%	4%	-6%	16%
O=C(O)C1CCCCC1C(=O)N1CC=C(c2ccccc2)CC1 (configuration not stated)	6%	?	-0.4	-7%	-2%	-0.8%	-6%	2%	6%
COc1ccc(NC(=O)c2cc(S(=O)(=O)N3CCc4ccccc43)cn2C)c(OC)c1	3%	i	-2.5	5%	7%	1.3%	11%	6%	?
CCc1ccccc1NC(=O)CSc1nc2[nH]c(=O)cc(O)c2s1	-5%	i	-2.2	-5%	-2%	-0.2%	2%	3%	10%
COc1ccc(-c2nnc(CSc3nnc(-c4ccncc4)n3C3CCCCC3)o2)cc1OC	5%	i	-1.6	-8%	-9%	0.3%	-2%	-2%	1%
COC(=O)c1ccccc1N=Nc1c(C)noc1C	0%	i	2.3	2%	-68%	0.1%	-14%	7%	-22%
Cc1ccc2nc(SCC(=O)Nc3cccc(S(=O)(=O)N(C)C)c3)[nH]c2c1	?	i	1.2	-1%	-34%	4.5%	-3%	9%	-30%
CCCOC(=O)CCNc1n[nH]c(=O)[nH]c1=O	-13%	i	-2.1	-5%	4%	-0.1%	0%	-17%	13%
O=C(/C=C/c1ccccc1[N+](=O)[O-])NNC(=O)c1ccncc1	8%	i	-0.6	-5%	-7%	9.3%	3%	6%	-27%
Cc1ccccc1NC(=O)Cn1nc(C)n2cccc2c1=O	5%	?	1.4	/	7%	-0.6%	-3%	2%	?
Cc1ccc(C)c(NS(=O)(=O)c2csc(C(N)=O)c2)c1	0%	i	0.0	23%	-15%	1.2%	4%	14%	-28%
CNc1c(C(=O)O)ccc2c1C(=O)c1ccccc1C2=O	37%[activator]	?	4.9	-26%	8%	-0.6%	18µM*	-5%	?
S=C(Nc1ccc(Br)cc1)NC1CCN(Cc2ccccc2)CC1	10µM*	i	-3.0	?	-40%	5.0%	-11%	5%	-18%
COc1ccc(-n2nc3ccccc3n2)cc1	18%	i	-2.0	22%	-12%	2.3%	9%	4%	4%

Pulled by compound from the entries so far (2):
compound	TGFb SMAD3 inh	S2 tox	IL2 activator	ATXN2 expr inh	HepG2 tox	Nrf2 ARE act	A549 tox	EPAC2 ag	Nrf2 block
S=C(NCC1CCCO1)NC12CC3CC(CC(C3)C1)C2 (configuration not stated)	-17%	i	-0.7	-9%	0%	-0.2%	-7%	-3%	?
CCCOC(=O)CCNc1n[nH]c(=O)[nH]c1=O	-13%	i	-2.1	-5%	4%	-0.1%	0%	-17%	13%

Other records.
compound	TGFb SMAD3 inh	S2 tox	IL2 activator	ATXN2 expr inh	HepG2 tox	Nrf2 ARE act	A549 tox	EPAC2 ag	Nrf2 block
Cc1cc(NC(=O)CN2CCC(O)(c3cccc(F)c3)CC2)no1	-5%	i	3.2	6%	2%	-0.6%	-7%	2%	-4%
Cc1ccc(NC(=O)CN(C)C(=O)c2cc3c(s2)CCCCC3)cc1	-19%	i	1.9	-13%	-19%	0.5%	-13%	-2%	?
O=C(Nc1ccc(C(F)(F)F)cc1)c1cnc(N2CCN(c3ccccn3)CC2)c2ccccc12	-16%	?	-0.6	?	-4%	2.3%	-9%	8%	?
COc1ccc(NC(=O)CSC2=Nc3ccccc3C3=NC(CC(=O)NCc4ccc(F)cc4)C(=O)N23)cc1 (configuration not stated)	4%	/	/	/	-2%	-0.2%	-2%	/	/
Cn1c(=O)oc2cc(S(=O)(=O)NCCC(=O)N3CCc4ccccc43)ccc21	-5%	?	0.9	5%	-10%	0.1%	-1%	12%	12%
CCC(C)NC(=O)CSc1nnc(-c2ccc(C(C)(C)C)cc2)n1C (configuration not stated)	0%	i	-2.2	-8%	-57%	0.4%	1%	9%	-8%
Cc1noc(C)c1COC(=O)c1cnc(Cl)c(Cl)c1	3%	i	-4.2	13%	20%	?	-1%	1%	?
CC(C(=O)NCc1ccccc1)n1ccc2cc(S(=O)(=O)N3CCCC3)ccc21 (configuration not stated)	-1%	i	/	8%	-10%	3.8%	7%	/	-8%
COc1cccc2c1C(=O)C=C(C)C2=O	?	/	-6.2	?	-106%	-3.9%	7%	5%	-2%
Nc1c2c(nn1-c1ccc(C(=O)O)cc1)CNC2	5%	i	0.2	-5%	-16%	0.2%	-8%	5%	27%
COc1ccc(CNC(=O)COC(=O)c2ccc(F)c(S(=O)(=O)N3CCCCC3)c2)cc1OC	-12%	i	-1.4	-16%	1%	-0.7%	4%	15%	-7%
CC1Cc2[nH]c(=S)[nH]c(=O)c2C(c2ccc(F)cc2)O1 (configuration not stated)	/	i	-0.1	1%	/	-0.7%	/	0%	/
CC1=C(C)CC(C(=O)Nc2nccs2)C(C(=O)O)C1 (configuration not stated)	-2%	?	-3.5	3%	9%	-0.8%	-3%	3%	1%
Cc1cc(C)nc(SCC(=O)NCC2COc3ccccc3O2)n1 (configuration not stated)	22%	i	1.0	10%	-14%	0.0%	1%	4%	17%
CN(C(=O)c1ccc(NC(=O)Cc2cccc(NC(=O)C3CCCN(C(=O)C4CCCCC4)C3)c2)cc1)C1CCCC1 (configuration not stated)	-23%	i	-3.0	-12%	-26%	0.9%	-7%	10%	?
Cc1ccc(CN2CC(C(=O)N3CCN(S(=O)(=O)c4cccc(F)c4)CC3)CC2=O)cc1 (configuration not stated)	7%	i	1.1	-11%	0%	-0.2%	-1%	8%	-1%
CN(CC(=O)NCc1ccco1)S(=O)(=O)c1cccc2cccnc12	-22%	i	0.8	-4%	-20%	5.1%	0%	9%	-9%
O=C(NCc1ccc(F)cc1)c1ccc(Br)o1	0%	i	0.7	3%	0%	-0.4%	7%	9%	4%
CCN(CC)C(=O)Cn1cc(C(=O)C2CC2)c2ccccc21	11%	i	-5.9	-20%	10%	0.1%	-2%	0%	-7%
O=C(Nc1cccc(Cl)c1)N(CCCN1CCOCC1)Cc1ccccc1F	-3%	i	-1.7	13%	-17%	-0.4%	-2%	-1%	/
Cc1ccc(S(=O)(=O)/N=C(/c2ccc(F)cc2)N2CCOCC2)cc1	1%	i	-0.1	-3%	4%	-1.0%	-9%	-1%	4%
CCOc1ccc(S(=O)(=O)N2Cc3ccccc3CC2C(=O)O)cc1 (configuration not stated)	3%	i	-1.8	-8%	3%	-0.2%	0%	-7%	8%
Cc1ccc(C)c(N(C)S(=O)(=O)c2cccc3nsnc23)c1	13%	?	0.4	-6%	3%	-0.7%	-2%	5%	-17%
O=C(CSc1nnnn1-c1ccc(C(=O)O)cc1)NC1CC1	2%	i	-1.2	2%	14%	0.0%	3%	3%	-1%
CC1(C)Cc2nc(Cl)c(C(N)=O)cc2CO1	-5%	/	-0.4	/	-1%	0.2%	-8%	5%	?
CC1CCN(C(=O)Cn2c(=O)n(Cc3ccco3)c(=O)c3sccc32)CC1	-19%	?	-0.8	-3%	0%	-0.4%	-11%	-2%	0%
C=CCOc1ccccc1CN1CCC(Cc2ccccc2)CC1	-14%	i	-0.8	-26%	-27%	-0.7%	-19%	19%	-9%
Cn1c(=O)cc(OCC(=O)N2CCN(c3ccccc3)CC2)c2ccccc21	-3%	i	/	3%	3%	-1.0%	1%	/	2%

Screening data deposited in PubChem BioAssay by National Center for Advancing Translational Sciences (NCATS).
